# Screens: PubChem, several laboratories
# CSM14.1 death rescue: rescue of cells from ER stress-induced death, primary screen, 384-well, CSM14.1, thapsigargin, ATP luminescence (AID 1222); CSM14.1 thapsigargin-induced death rescue, ATP luminescence; higher % means a stronger effect; one-dose cellular ATP content (survival), % at 20 µM; EC50 in µM for titrated hits; 190,000 tested, under 10 active;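 active = EC50 below 50 µM in the dose-response confirmation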;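 note: death triggered by thapsigargin at about 15 µM added after 2 h compound pretreatment; cell ATP read after overnight thapsigargin exposure of roughly 18 to 22 hours; normalized against plate controls of thapsigargin alone and 5% DMSO vehicle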
# Yfh1-depleted yeast: enhancers of respiration in Yfh1-depleted yeast, dose response, Friedreich's ataxia, plus single-dose screen (AID 1465); 220,000 compounds, 0.074% hits; fold induction at 50 µM, or EC50 in µM where a hit was titrated; S. cerevisiae Yfh1-off respiration, WST-1 reduction, 72 h; higher fold induction means a stronger effect;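 active = fold induction of absorbance versus untreated yeast above a set limit, then at least 30% activation at any dose in follow-up; inconclusive = repeats straddling the limit, or above it without dose testing; inactive = fold induction below the set limit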;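 note: activators that raise dye reduction in frataxin-depleted yeast; strong numbers were not always called active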
# PhoP inhibition: inhibitors of PhoP regulon expression, primary screen, Salmonella Typhimurium, GFP reporter (AID 1863). 300,000 compounds, 0.16% hits. one-dose inhibition, % at 50 µM; IC50 in µM for titrated hits. S. Typhimurium PhoP-regulated promoter GFP reporter, 4 h; higher % means a stronger effect;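 active = inhibition over 29.93%, a cutoff 3 SD above the screen mean, later confirmed by dose response; inconclusive = inhibition over 29.93% but no dose response follow-up; inactive = inhibition at most 29.93% or unconfirmed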;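 note: 0% = low Mg2+ inducing control and 100% = high Mg2+ repressing control; strong numbers were not always called active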
# West Nile antiviral: West Nile virus antiviral activity, cell-based, CPE readout (AID 1621) | West Nile virus-infected cells, CPE inhibition; higher % means a stronger effect | CPE inhibition, % at 10 µM; hits with a dose series show IC50 in µM | 290,000 compounds, 0.02% hits; in the data active = a potency from the dose series; inconclusive = CPE inhibition mostly from about 3.7% at the one dose, without a potency; inactive = the rest, 99 in 100 with CPE inhibition below about 2.2%; note: strong numbers were not always called active
# P. falciparum M17LAP: P. falciparum M17LAP inhibitors, primary screen, biochemical, fluorogenic H-Leu-NHMec substrate, 1536-well (AID 1619). Leucine aminopeptidase (Plasmodium falciparum (isolate 3D7)). recombinant M17LAP, H-Leu-NHMec fluorogenic kinetic assay; higher % means a stronger effect. inhibition, % at 30 µM; hits with a dose series show IC50 in µM. 220,000 compounds, 0.38% hits;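 active = compound inhibiting the enzyme by more than half at any dose during confirmatory dose-response retesting; inconclusive = strong single-dose inhibitors picked by rank but not retested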;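 note: plate controls were full reaction with DMSO carrier for no effect and no enzyme background for full effect; strong numbers were not always called active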
# human PMI inhibitors: human PMI inhibitors, high substrate, primary screen, biochemical, fluorescence intensity, high mannose 6-phosphate (AID 1220); Mannose-6-phosphate isomerase (Homo sapiens); recombinant PMI enzyme, coupled fluorescence intensity; higher % means a stronger effect; inhibition, % at 20 µM, or IC50 in µM where a hit was titrated; 190,000 compounds, 0.66% hits; in the data active = inhibition above about 50%
# XIAP antagonists: XIAP antagonists, biochemical, IAP family, fluorescence polarization (AID 1018); E3 ubiquitin-protein ligase XIAP (Homo sapiens); XIAP BIR domain, fluorescence polarization peptide displacement; higher % means a stronger effect; displacement, % at 20 µM; hits with a dose series show IC50 in µM; 200,000 compounds, 0.007% hits; in the data active = displacement above about 50%; note: a part of the inactive calls stands beside numbers as strong as those of hits
# SIAH1 antagonists: Siah-1 peptide-binding antagonists, primary screen, biochemical, fluorescence polarization, rhodamine-plectin, uHTS (AID 1817); displacement, % at 20 µM, or IC50 in µM where a hit was titrated; E3 ubiquitin-protein ligase SIAH1 (Homo sapiens); 290,000 compounds, 0.02% hits; Siah-1 / rhodamine-plectin peptide fluorescence polarization; higher % means a stronger effect;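 active = displacement of at least 50% at 20 µM, with a fluorescence ratio check between 0.3 and a set limit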;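 note: plate controls were Siah plus tracer with DMSO for no effect and tracer alone without Siah for full effect; strong numbers were not always called active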
# M1AAP inhibition: P. falciparum M1AAP inhibitors, biochemical, fluorogenic H-Leu-NHMec substrate, 1536-well (AID 1445). Aminopeptidase N (Plasmodium falciparum (isolate 3D7)). recombinant M1AAP, H-Leu-NHMec fluorogenic kinetic assay; higher % means a stronger effect. inhibition, % at 30 µM, or IC50 in µM where a hit was titrated. 220,000 compounds, 0.42% hits;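 active = primary inhibition above the hit cutoff, then over 50% inhibition at one or more dose response concentrations, cut at about 23% in these data, passing the limit was not always enough; inconclusive = conflicting primary data, or primary hits not chosen for dose response; inactive = low primary inhibition, or under 50% at every dose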;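 note: plate controls were DMSO full reaction for no effect and no enzyme background for full effect; strong numbers were not always called active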
# * = called active by the depositor; i = inactive; ? = inconclusive; nt = no result given.
SMILES,CSM14.1 death rescue,Yfh1-depleted yeast,PhoP inhibition,West Nile antiviral,P. falciparum M17LAP,human PMI inhibitors,XIAP antagonists,SIAH1 antagonists,M1AAP inhibition
O=C(CCCCCn1c(=O)[nH]c2ccsc2c1=O)NCc1cccs1,nt,i,19%,-0.2%,2%,5%,0.4%,8%,-2%
Cn1nnnc1SCC(=O)Nc1ccccn1,-3.0%,i,0%,0.4%,6%,0%,-5.4%,0%,2%
CS(=O)(=O)Nc1ccc(N2CCCCC2)c(Cl)c1,nt,i,-9%,0.0%,7%,6%,-5.5%,0%,1%
O=C(NC1CCCC1)c1noc2c1CCCCC2,-1.2%,i,9%,-0.6%,-4%,0%,-2.1%,-1%,0%
Cc1cccc(NC(=O)c2cnc3sccn3c2=O)c1,-2.0%,nt,-2%,nt,6%,-20%,-2.6%,1%,5%
CC1=CC2=NC(=O)/C(=C\c3cccn3CCOc3ccccc3)C(=N)N2O1,17%,i,-14%,-1.1%,9%,20%,-3.2%,8%,6%
O=C(O/N=C/c1ccc2c(c1)OCO2)c1ccccc1Cl,-2.2%,i,29%,0.2%,3%,12%,-3.8%,0%,-7%
O=C(CSc1ncnc2sc3c(c12)CCCC3)c1ccco1,0.8%,i,-2%,0.2%,16%,5%,0.2%,-2%,2%
Cc1cccc(C(=O)NCC(=O)OCC(=O)N2CC3(C)CC2CC(C)(C)C3)c1 (stereo unspecified),-0.5%,i,0%,0.5%,34%,4%,-5.7%,6%,1%
CN(C(=O)CSc1cc(C(=O)c2nccn2C)c2ccccc2n1)c1ccccc1,nt,i,-2%,?,6%,nt,nt,-5%,4%
O=C(NC1CCCC1)c1cccc(Cn2cc([N+](=O)[O-])cn2)c1,-4.5%,i,3%,-1.3%,10%,11%,-21%,-3%,2%
CCOC(=O)c1c(C)n(C)c2ccc(OCC(O)CNC(CC)CO)cc12 (stereo unspecified),0.2%,i,-21%,0.1%,2%,4%,-0.1%,-1%,-7%
O=C(c1cccs1)N(Cc1ccco1)Cc1cc2ccccc2[nH]c1=O,-2.7%,i,6%,-0.8%,1%,-3%,-4.3%,0%,0%
COc1cccc(C(=O)NNC2OC(CO)C(O)C2O)c1 (stereo unspecified),-1.0%,i,-7%,-0.2%,4%,3%,-6.2%,-1%,3%
CCn1nc(C(=O)OCC(=O)c2ccc(F)cc2)c2ccccc2c1=O,-0.3%,i,2%,0.1%,-2%,-22%,-1.8%,2%,4%
O=C(C1CCN(S(=O)(=O)Cc2ccccc2)CC1)N1CCN(c2ncccn2)CC1,2.6%,i,-10%,-0.1%,-2%,-1%,-1.0%,0%,3%
CCCCSc1nnc(CSc2nc3nc(C)cc(C)n3n2)o1,-1.8%,i,12%,0.0%,-3%,-4%,-6.7%,1%,3%
COc1ccc(S(=O)(=O)N(CC(=O)O)Cc2ccccc2)cc1OC,0.3%,i,12%,-0.4%,6%,12%,-5.7%,2%,-3%
Cc1ccc(C2CC2c2n[nH]c(=S)n2-c2ccc(C)cc2)cc1 (stereo unspecified),-3.1%,i,0%,-0.5%,-4%,16%,-2.4%,3%,3%
Cc1nnc(SCC(=O)Nc2cccc(S(=O)(=O)NC3=NCCCCC3)c2)n1Cc1ccccc1,4.7%,i,12%,0.2%,-3%,4%,-5.7%,0%,2%
O=C(c1cc2c(s1)-c1ccccc1OC2)N1CCc2ccccc2C1,-0.8%,nt,14%,nt,-10%,-2%,-5.3%,0%,4%
CN1CCN(C(=S)c2ccc([N+](=O)[O-])cc2)CC1,0.3%,i,7%,1.1%,1%,2%,-2.2%,-4%,1%
O=C(Cc1cccs1)Nc1nnc(-c2ccncc2)s1,-1.8%,i,15%,0.6%,22%,-1%,-1.5%,-2%,3%
O=C(/C=C/Nc1ccc(F)c(Cl)c1)c1ccco1,-2.3%,i,-4%,0.5%,17%,6%,-13%,-9%,12%
Cc1[nH]nc(N=Cc2c(O)n(C)c(=O)n(C)c2=O)c1-c1ccccc1,-2.3%,i,nt,1.2%,nt,41%,-1.5%,-4%,nt
O=C(Nc1ccccn1)c1ccc2c(c1)OCCO2,-3.2%,i,-5%,-0.5%,3%,-1%,-19%,4%,-13%
COc1ccccc1CC(=O)Nc1cc(Cl)ccc1O,-1.2%,i,9%,-0.5%,5%,6%,-5.1%,0%,-7%
CN(Cc1nc(Cc2ccccc2F)no1)Cc1cccc2ncccc12,2.8%,i,3%,-1.7%,-8%,11%,-3.3%,-2%,-5%
CCOC(=O)N1CCN(C(=O)c2ccccc2-c2ccccc2)CC1,-1.5%,i,2%,?,6%,-6%,-1.5%,6%,5%
CCOC(=O)C1CCN(S(=O)(=O)c2c(C)n[nH]c2C)CC1,-0.7%,i,3%,0.4%,-5%,4%,0.1%,-2%,5%
COC(=O)CNC(=O)COC(=O)/C=C/c1ccccc1[N+](=O)[O-],-2.3%,i,-12%,0.0%,-2%,-6%,-9.4%,-7%,-2%
Cc1ccc(N(CC(N)=O)C2SC(=O)N(C)C2=O)cc1 (stereo unspecified),-1.9%,i,-4%,-0.5%,5%,3%,-1.4%,-3%,-3%
CCn1c(SCCC(C)C)nnc1-c1c[nH]c2ccccc12,0.2%,i,9%,-0.7%,5%,5%,-3.1%,1%,1%
Cc1ccc(C)c2nc3sc(C(=O)O)cc3cc12,-0.8%,i,-1%,0.9%,2%,-17%,-1.1%,-6%,19%
O=C(Cc1ccccc1)NNC(=S)NC(=O)c1cccnc1,nt,i,2%,0.7%,14%,nt,nt,16%,-1%
Cc1ccc(C(=O)NCCSc2snnc2C)cc1,-2.7%,i,1%,-0.1%,3%,18%,-6.0%,-2%,10%
Cc1[nH]nc2nc(SCC(=O)NCC3CCCO3)n(-c3ccc(Br)cc3)c(=N)c12 (stereo unspecified),1.0%,i,6%,-0.1%,17%,0%,-0.9%,-1%,4%
Cc1ccc(C(=O)Nc2nc3ccccc3n3nnnc23)cc1,-1.4%,i,7%,-0.4%,7%,-7%,0.2%,-1%,13%
CS(=O)(=O)c1nc(-c2ccc(Br)cc2)n[nH]1,0.7%,i,-6%,-0.5%,4%,-2%,-5.3%,4%,-3%
COC(=O)CC/C(=N/Nc1ccc(Cl)c(Cl)c1)C(=O)OC,-1.3%,i,1%,0.7%,-6%,5%,-6.1%,4%,-1%
CCc1cccc2c(C#N)cn(CC(=O)NCCOC)c12,-0.5%,i,32%,0.4%,-4%,1%,-6.7%,2%,-8%
CCOc1cc(C(=O)Nc2ccccc2F)cc(Br)c1OCC,-3.0%,i,12%,-0.8%,-5%,18%,-13%,-2%,1%
CCCc1nc(-c2ccccc2O)n(-c2ccccc2)n1,0.4%,i,-1%,-0.2%,5%,7%,-5.1%,5%,5%
Cc1ccc(NC(=S)NCCN2CCOCC2)cc1F,2.5%,i,-5%,0.2%,7%,-9%,-5.3%,-5%,-2%
COc1ccc(Br)cc1/C=N/Nc1ccc(Cl)c(C(=O)O)c1,-1.6%,i,-11%,0.2%,16%,-161%,-8.8%,-2%,7%
O=C1CN(C(=O)OCc2ccccc2)c2ccccc2N1,3.4%,i,0%,0.9%,5%,11%,-5.0%,-1%,4%
CCN(CC)S(=O)(=O)c1ccc(NC(=O)COC(=O)c2ccc(-n3nc(C)cc3C)cc2)cc1,5.8%,i,-2%,0.3%,-5%,3%,-7.8%,0%,6%
c1ccc(-n2nnnc2SCc2cn3cccnc3n2)cc1,-2.2%,i,6%,-0.6%,-47%,11%,-6.3%,-2%,1%
c1ccc(-c2noc(C34CC5CC(CC(C5)C3)C4)n2)cc1,-2.4%,i,24%,0.0%,-8%,11%,-2.8%,-2%,-5%
CCNc1ccc(S(N)(=O)=O)cc1[N+](=O)[O-],-2.3%,i,0%,-0.2%,-1%,3%,-1.9%,4%,12%
Cc1cccc(C)c1Nc1nnc(SCC(=O)Nc2ncc(C(F)(F)F)cc2Cl)s1,-0.2%,i,2%,0.8%,32%,7%,-5.2%,3%,3%
O=C(N/N=C/c1ccc[nH]1)c1ccc([N+](=O)[O-])cc1,-2.4%,i,6%,-0.2%,-6%,8%,-4.5%,-2%,8%
